Bioassay records deposited in PubChem BioAssay by several laboratories.
GPR35 arrestin U2OS: GPR35 antagonists blocking zaprinast-driven arrestin recruitment, primary screen, imaging, U2OS, beta-arrestin-GFP, zaprinast agonist (AID 2058) | hit rate 0.052% among 290,000 | U2OS GPR35 beta-arrestin-GFP translocation imaging, zaprinast antagonism; higher % means a stronger effect | G-protein coupled receptor 35 (Homo sapiens) | one-dose inhibition, % at 10 µM; IC50 in µM for titrated hits;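 active = inhibition of at least 50% with at least 30 cells and total cytoplasm GFP at most 10,000,000; inconclusive = under 30 cells or total GFP of 10,000,000 plus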
LYP phosphatase: inhibitors of LYP phosphatase, biochemical, fluorescence intensity, uHTS (AID 1779); Tyrosine-protein phosphatase non-receptor type 22 (Homo sapiens); recombinant LYP phosphatase, fluorescence intensity; higher % means a stronger effect; one-dose inhibition, % at 11.5 µM; IC50 in µM for titrated hits; hit rate 0.054% among 290,000; in the data active = inhibition above about 50%;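 note: plate controls were vehicle with enzyme for no effect and no enzyme for full effect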
AID2073: inhibitors of Mint1-CaV2.2 protein interaction, biochemical, HTRF (AID 2073) | Voltage-dependent N-type calcium channel subunit alpha-1B (Homo sapiens) | HTRF protein-protein interaction, Mint1-CaV2.2; higher % means a stronger effect | inhibition, % at 20 µM, or IC50 in µM where a hit was titrated | hit rate 0.19% among 290,000; in the data active = inhibition mostly above about 51%, no sharp cut-off; inconclusive = no clear call, values can overlap the other calls; inactive = mostly below about 53%; note: some results filed as inactive read as strong as hits
Autophagy HCS: autophagy modulators in MEF cells, primary screen, imaging, high-content, MEF GFP-LC3 | MEF GFP-LC3 puncta imaging; test concentration mostly 10 µM | calls only at 10 µM (by protocol) | hit rate 0.98% among 190,000;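 active = percentage of spot-positive cells more than 3 SD above its plate mean, without a fluorescence outlier flag or 80% toxicity; inconclusive = no clear call, values can overlap the other calls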;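 note: spot-positive cell cutoff set from DMSO-treated cells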
WT yeast gro inh: growth inhibition of WT strain, primary screen, mitochondrial fusion inhibitor project, WT and mutant strains, chemical genetic; mitochondrial fusion phenotypic screen; inhibition, % at 10 µM; hit rate 2.1% among 190,000; in the data active = inhibition above about 58%; tested in S. cerevisiae
RSV antiviral HEp-2: RSV antiviral activity via CPE protection, HEp-2 cells, primary 10 µM value included (AID 2391); HEp-2 cells, RSV-induced CPE inhibition; higher % means a stronger effect; CPE inhibition, % at 10 µM; hits with a dose series show IC50 in µM; hit rate 0.13% among 310,000; in the data active = a potency from the dose series; inconclusive = CPE inhibition mostly from about 23% at the one dose, without a potency; inactive = the rest, 99 in 100 with CPE inhibition below about 21%; note: strong numbers were not always called active
UTI89 phage lysis: inhibition of K1F phage lysis, E. coli UTI89, bacterial capsule biogenesis inhibitors, alamar blue (AID 488966); E. coli UTI89 K1F phage lysis, alamar blue, 2 h; higher % means a stronger effect; one-dose inhibition, % at 100 µM; IC50 in µM for titrated hits; hit rate 0.02% among 340,000;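 active = phage lysis inhibition, versus mean bacterial control, above a set limit; inconclusive = no clear call, values can overlap the other calls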;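 note: capsule biogenesis inhibitors block K1F phage lysis so surviving cells raise fluorescence; higher fluorescence means more inhibition of phage lysis; actives were called in the ten point dose series up to 300 µM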
NS5 inhibitors: Dengue-2 NS5 methyltransferase inhibitors, primary screen, biochemical, confirmation dose response (AID 588689) | Genome polyprotein (Dengue virus type 2 (strain 16681-PDK53)) | Dengue-2 NS5 methyltransferase capping enzyme assay, biochemical; higher % means a stronger effect | inhibition, % at 25 µM; hits with a dose series show IC50 in µM | hit rate 0.3% among 340,000; in the data active = a potency from the dose series; inconclusive = inhibition above about 29% without an active follow-up result
NTR1 agonist: agonists of NTR1, primary screen, imaging, U2OS cells, beta-arrestin-GFP, high content (AID 493036); activation, % at 20 µM; hit rate 0.17% among 330,000; Neurotensin receptor type 1 (Homo sapiens), P30989; NTR1-U2OS beta-arrestin-GFP spot imaging, agonist mode;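 active = activation at or above 40% of the spot to cytoplasm intensity ratio, with at least 20 cells analyzed; inconclusive = wells under 20 cells, flagged as cytotoxic or low count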;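 note: 0% = DMSO without peptide and 100% = 100 nM NTR1 peptide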
Target sequence (P30989 whole entry, looked up): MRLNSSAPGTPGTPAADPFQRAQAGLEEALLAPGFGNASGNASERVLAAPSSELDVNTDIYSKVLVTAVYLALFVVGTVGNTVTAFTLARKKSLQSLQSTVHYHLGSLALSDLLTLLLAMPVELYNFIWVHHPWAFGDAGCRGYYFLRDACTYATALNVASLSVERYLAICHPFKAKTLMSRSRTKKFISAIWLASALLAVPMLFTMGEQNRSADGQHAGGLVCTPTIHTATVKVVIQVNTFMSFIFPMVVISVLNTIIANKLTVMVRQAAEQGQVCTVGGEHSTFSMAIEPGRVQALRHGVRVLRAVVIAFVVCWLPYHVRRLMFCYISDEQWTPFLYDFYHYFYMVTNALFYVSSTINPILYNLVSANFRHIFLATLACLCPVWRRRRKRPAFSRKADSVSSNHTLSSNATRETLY
WT yeast gro inh mutant strain: also measured in WT yeast gro inh; calls as there; inhibition, %; mitochondrial fusion phenotypic screen, mutant strain inhibition
Autophagy HCS cell loss 18 h: second read-out of Autophagy HCS, no call of its own (marks repeat the call); toxicity, %; measured here: cell loss, nuclei count;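 cell loss after 18 h compound exposure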
NTR1 agonist cell count 20 µM: second read-out of NTR1 agonist, no call of its own (marks repeat the call); cell count; measured here: cell count, cytotoxicity flag
NS5 inhibitors pilot replicate: recorded beside NS5 inhibitors, whose call it bears; inhibition, %; measured here: pilot screen replicate inhibition
Numbers without * were called inactive; i = inactive; u = inconclusive; x = not tested or not shown; [ ] = another dose, or the depositor's remark. Rows are unselected; any-hit rate near 2.6%.

SMILES	GPR35 arrestin U2OS	LYP phosphatase	AID2073	Autophagy HCS	Autophagy HCS cell loss 18 h	WT yeast gro inh	WT yeast gro inh mutant strain	RSV antiviral HEp-2	UTI89 phage lysis	NS5 inhibitors	NTR1 agonist	NTR1 agonist cell count 20 µM	others
CN(C(=O)Nc1ccc(Cl)cc1Cl)C1CCCC1	2%	-1%	9%	i	10	-6	-8	2.8%	i	x	0.5	81
CC(C)(C)NC(=O)NC(=O)CSc1n[nH]c(-c2ccccc2Br)n1	-5%	-11%	6%	i	-1	8	-16	15%	0.0%	4%	2.4	66
CC1CCC(NC(=O)CC2Oc3ccccc3NC2=O)CC1 (stereo not given)	13%	-2%	u	i	0	-1	3	-0.3%	2.0%	-5%	3.0	64
CCOC(=O)N1CCC(NC(=O)c2cc3c(=O)[nH]c4ccccc4c3n2C)CC1	12%	-4%	17%	i	12	3	9	1.5%	0.4%	-4%	6.6	32
CC(OC(=O)CC1CCCCC1)C(=O)Nc1ccc(S(N)(=O)=O)cc1 (stereo not given)	x	x	x	x	x	x	x	-0.3%	1.2%[50 µM]	2%	0.2	76
O=S(=O)(NC1CCCCC1)c1ccc(Br)cc1	-2%	-4%	6%	i	-1	1	-3	3.9%	0.1%	-6%	0.6	52
Fc1cccc(Cl)c1CSc1ccc2nnc(-c3ccccn3)n2n1	2%	-3%	6%	i	20	25	22	2.8%	0.1%	-9%	2.9	55
CCC(=O)c1ccc(OCC(O)CNC2CCCC2)cc1 (stereo not given)	-5%	-11%	8%	x	x	x	x	0.0%	0.1%	6%	1.0	58	NS5 inhibitors pilot replicate=-5.2
Cc1cc(OCn2ccc(C(=O)O)n2)ccc1Cl	1%	-4%	-6%	i	9	11	-10	2.1%	0.5%	-4%	-1.2	40
O=c1c2ccccc2nnn1Cc1ccc(F)cc1	2%	-7%	-2%	i	-7	-13	-6	2.7%	0.3%	-2%	2.4	53
COc1ccccc1/C=N/Nc1nccnc1Cl	8%	-3%	-4%	i	-1	-25	16	0.3%	9.0%	-3%	-0.5	52
COC(=O)c1ccc(NC(=O)CC(=O)Nc2ccc(C(=O)OC)cc2)cc1	-3%	-5%	15%	x	x	x	x	-0.5%	0.0%	0%	0.9	84
CCNC(=S)NNC(=O)c1cccn(Cc2ccc(Cl)cc2Cl)c1=O	13%	-6%	-16%	i	5	-13	-7	13%	-0.3%	1%	-0.3	72
Cc1c(O)cc2n(c1=O)-c1ccccc1C2(C)C	9%	-1%	-6%	i	-3	-23	1	1.8%	1.6%	13%	-0.6	57
COc1cc(O)c2c(c1)OC(c1ccc(O)cc1)CC2=O (stereo not given)	-20%	0%	45%	i	-13	2	0	2.4%	4.8%	-2%	1.6	87
CC(=O)NC(Cc1ccc(F)cc1)C(=O)N1CCN(C(=O)NCc2ccccc2)CC1 (stereo not given)	-3%	-6%	18%	i	-1	-8	-2	-0.6%	2.8%	-3%	3.9	56
O=C(N/N=C/c1ccc(F)cc1)c1sccc1OCc1ccc(F)cc1	6%	4%	0%	i	-9	5	11	1.7%	1.3%	-1%	11	51
O=C(NNC(=S)NC(=O)c1cccc([N+](=O)[O-])c1)c1ccc(Br)cc1	13%	0%	-27%	x	x	x	x	-0.6%	0.5%	-4%	9.8	78
CC(=O)NC(Cc1ccccc1)C(=O)OCC(=O)c1ccc(Cl)cc1 (stereo not given)	x	-8%	-2%	i	-19	-6	-8	1.2%	5.2%	7%	0.1	57
Cc1nnc(NC2=NCCCCC2)o1	11%	-5%	4%	i	2	-13	4	0.8%	0.3%	-8%	-0.9	85
Cc1ccc(Oc2ccc(S(=O)(=O)N3CCOCC3)cc2C(N)=O)c(-n2nc3ccccc3n2)c1	-10%	-5%	3%	i	36	2	40	1.4%	0.0%	-4%	2.1	41
CCNC(=O)CCS(=O)(=O)c1ccc2ccccc2c1	-9%	-1%	-5%	i	-10	-12	4	0.1%	0.1%	-6%	0.2	93
CC(C)OC(=O)CSc1nnc2c3ccccc3n(C)c2n1	9%	-6%	0%	i	-1	-1	14	-0.1%	0.2%	-2%	0.4	73
O=C(OCCN=C1NS(=O)(=O)c2ccccc21)C1CC(=O)N(c2ccc3ccccc3c2)C1 (stereo not given)	4%	-5%	-3%	i	-9	-1	11	1.1%	0.2%	-7%	-1.5	80
CC1=CC(C)(C)n2c(O)c(N=NC(N)=S)c3cccc1c32	-9%	-3%	0%	i	3	-2	5	6.9%	0.3%	11%	0.1	84
COCCn1c(Sc2nc(C)cs2)nc2c1c(=O)[nH]c(=O)n2C	-3%	-6%	-1%	i	-2	0	12	x	0.0%	-6%	x	x
CC(C)(C)c1[nH]nc2c1C(Cc1ccccc1)C(C#N)=C(N)O2 (stereo not given)	2%	0%	5%	i	-2	18	24	3.3%	0.1%	-8%	0.1	51
COc1ccc(CN(Cc2ccc(OC)cc2)C(=O)c2cccs2)cc1	12%	-2%	-11%	x	x	x	x	3.1%	x	x	2.0	49
Cc1occc1-c1nnc(SCC(=O)c2ccc3c(c2)OCCO3)n1CC1CCCO1 (stereo not given)	-1%	-2%	-3%	x	x	x	x	0.0%	0.0%	-13%	-2.0	65
O/N=C/c1ccccc1Oc1ccccc1	15%	-2%	4%	i	0	8	-11	0.3%	0.1%	-3%	-1.0	65
O=C(OCC#CCSc1nnc(-c2ccc([N+](=O)[O-])cc2)o1)c1cccs1	-11%	0%	-11%	i	-8	7	-7	0.8%	-0.2%	-7%	-0.9	87
O=C(CC1NCCNC1=O)Nc1ccc2c(c1)OCO2 (stereo not given)	-4%	-12%	u	i	0	-9	-1	0.0%	1.8%	2%	0.4	99
COc1cc(C(=O)N/C(=C\c2cn(C)c3ccccc23)C(=O)N2CCOCC2)cc(OC)c1OC	-12%	-5%	-2%	x	x	x	x	5.3%	0.2%	-5%	3.1	39
COc1ccc(C2=CC(c3ccc(F)cc3)n3nnnc3N2)cc1 (stereo not given)	-20%	-5%	4%	i	16	29	-10	1.6%	2.0%	u	0.6	68
O=C(NNC(=O)c1cc2ccccc2o1)c1ccc(Cl)cc1	23%	0%	4%	x	x	x	x	1.7%	-1.2%	9%	1.7	55
CCCn1nnc(NC(=O)c2ccccc2Cl)n1	-5%	0%	-1%	i	5	-7	2	1.0%	0.3%	2%	2.9	60
O=C(C1CCCN(S(=O)(=O)c2cc(Cl)ccc2Cl)C1)N1CCCCCC1 (stereo not given)	-21%	-5%	4%	x	x	x	x	4.2%	0.0%	-4%	0.7	61
CCOC(=O)C1=C(C)N(CCCCCC(=O)O)C(=O)NC1c1cccc([N+](=O)[O-])c1 (stereo not given)	3%	-10%	13%	x	x	x	x	0.4%	-0.1%	-7%	2.2	66
COc1ccc(-n2c(SCC(C)=O)nc3sc(C)c(C)c3c2=O)cc1	-1%	-8%	-1%	x	x	x	x	0.7%	-0.9%	0%	1.1	65
CCc1ccc(OCc2ccc(C(=O)NCc3ccccn3)o2)cc1	-15%	1%	-2%	i	18	10	-15	0.1%	0.8%	-5%	-1.4	45
CC(=O)N(C)C1(c2nnnn2CCOC(=O)Nc2ccc(Cl)cc2)CCCCC1	-4%	-7%	0%	i	0	15	16	0.5%	-0.5%	-3%	0.5	51
Cc1cc(C)cc(OCC(=O)NCC2CCCO2)c1 (stereo not given)	13%	-12%	-13%	i	10	4	-9	-0.9%	1.4%	-1%	0.5	41
C/C(=N/NC(=O)c1nnn(-c2nonc2N)c1COc1ccccc1)c1ccccc1Cl	-18%	-11%	15%	x	x	x	x	9.7%	0.1%	-15%	0.8	64
Cc1ccccc1C(=O)NC(NCc1ccco1)C(Cl)(Cl)Cl (stereo not given)	0%	-6%	-6%	i	-33	3	-2	0.3%	0.0%	-2%	2.2	78
COc1ccc(NC(=O)CN(C)C(=O)c2cccc(S(=O)(=O)N3CCN(Cc4ccccc4)CC3)c2)cc1	-1%	-6%	5%	x	x	x	x	6.1%	1.4%[50 µM]	-6%	-0.2	66
CC1(C)CC(=O)C2=C(C1)OC1OC(=O)CC21C (stereo not given)	5%	-2%	11%	i	1	-13	6	0.3%	0.2%	-1%	2.2	72
COc1cccc(C(=O)n2ccc(-c3cccs3)n2)c1	0%	-3%	8%	x	x	x	x	4.0%	-1.9%	-8%	0.9	58
COc1ccccc1CN1C[C@@H]2C[C@@H](c3ccc4nsnc4c3)N3CCC[C@@]23C1=O	-13%	-6%	9%	i	17	9	16	19%	-0.5%	-11%	2.3	48
COc1ccc(CN(C)C(=O)CCl)cc1	-16%	-6%	6%	i	1	-10	2	x	-1.8%	-8%	x	x
COc1cccc(C2CC(C(F)(F)F)n3ncc(C(=O)O)c3N2)c1 (stereo not given)	-13%	8%	0%	i	0	-2	4	-0.3%	0.1%	-1%	1.4	40
CN1C(C(=O)NCc2ccc(OC(F)(F)F)cc2)CC2Cn3c(nc4cc5ccccc5cc43)C21 (stereo not given)	-8%	-6%	8%	x	x	x	x	0.8%	-0.7%	-9%	-0.5	80
CCN(CC)CCNC(=O)C12CC3CC(C)(CC(C)(C3)C1)C2	11%	-8%	2%	i	1	-14	2	-1.4%	-0.4%	-6%	1.6	52
COC(=O)C(NC(=O)c1ccccc1C(=O)O)c1ccc2ccccc2c1 (stereo not given)	15%	-8%	6%	x	x	x	x	1.3%	0.3%	-1%	-1.0	68	NS5 inhibitors pilot replicate=-2.7

Arranged by SMILES length (low to high): some entries from above.
SMILES	GPR35 arrestin U2OS	LYP phosphatase	AID2073	Autophagy HCS	Autophagy HCS cell loss 18 h	WT yeast gro inh	WT yeast gro inh mutant strain	RSV antiviral HEp-2	UTI89 phage lysis	NS5 inhibitors	NTR1 agonist	NTR1 agonist cell count 20 µM	others
CCCn1nnc(NC(=O)c2ccccc2Cl)n1	-5%	0%	-1%	i	5	-7	2	1.0%	0.3%	2%	2.9	60
Fc1cccc(Cl)c1CSc1ccc2nnc(-c3ccccn3)n2n1	2%	-3%	6%	i	20	25	22	2.8%	0.1%	-9%	2.9	55
CCN(CC)CCNC(=O)C12CC3CC(C)(CC(C)(C3)C1)C2	11%	-8%	2%	i	1	-14	2	-1.4%	-0.4%	-6%	1.6	52
COc1cc(C(=O)N/C(=C\c2cn(C)c3ccccc23)C(=O)N2CCOCC2)cc(OC)c1OC	-12%	-5%	-2%	x	x	x	x	5.3%	0.2%	-5%	3.1	39
